Screening data from PubChem BioAssay.
WRN helicase inh: inhibitors of human WRN helicase; Q14191; WRN helicase unwinding, fluorescent forked duplex, kinetic; Potency, µM (titrated, usually from 114 µM), for the others: at the top dose activity change, negative = inhibition, most hits filed as inhibitors; hit rate 0.46% among 360,000; further: potency means the concentration at half of the fitted maximal effect; on the % scale 0 is the no-effect control and ±100 the full control effect; nearly all actives have a fitted effect of over 55% in size
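WRN at 20 nM final preincubated with compound 15 min at room temperature; reaction started with 100 nM fluorophore/quencher forked duplex oligonucleotide and 2 mM ATP final. Unwinding followed kinetically by red fluorescence (ex 525, em 598 nm).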
CCT chaperon mod: modulators of cytosolic chaperonin (CCT/TRiC) activity. purified chaperonin ATPase assay, HTRF ADP detection, 30 min. hit rate 0.3% among 360,000. activity change, % (concentration not given with the values), hits read low; in the data active means activity change below about -30%; further: on the % scale 0 is the no-effect control and ±100 the full control effect
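Nucleotide hydrolysis assay: TRiC at 20–40 nM final (set by batch activity) with 10 uM ATP, 30 min at 37 °C, in presence of 76 uM compound. Detection by competitive ADP HTRF, 30 min ambient.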
PLK1 PBD block: inhibitors of human PLK1 polo-box domain binding; Potency, µM, for inactives: max response, negative = inhibition, hits mostly inhibitors; Plk1 PBD binding of FITC phosphopeptide, fluorescence polarization; hit rate 2.8% among 360,000; P53350; AID 720504; further: potency means the concentration at half of the fitted maximal effect; series mostly up to about 57 µM; on the % scale 0 is the no-effect control and ±100 the full control effect; nearly all actives have a fitted effect of over 65% in size
MmCpn inh: M. maripaludis TRiC chaperonin inhibition | Potency, µM (top dose mostly 76.9 µM), without a hit: at the highest dose activity, negative = inhibition, usual class: inhibitors | hit rate 0.031% among 330,000 | purified Mm-Cpn ATPase, ADP Transcreener TR-FRET; further: potency means the concentration at half of the fitted maximal effect; on the % scale 0 is the no-effect control and ±100 the full control effect; nearly all actives have a fitted effect of over 80% in size
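Eu-cryptate anti-ADP/ADP-d2 competition gives a ratio inversely related to ADP. Enzyme at 25 nM was pre-exposed to compound for 10 min, then given 10 uM ATP for 30 min, 37°C throughout.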
EPAC1 ag: agonists of human EPAC1; O95398; Potency, µM (highest dose often 154 µM), for the others: at the highest dose activation, most hits filed as activators; EPAC1 agonist qHTS, biochemical assay; response scale: 100% = response to 6.5 mM cAMP; hit rate 0.073% among 360,000; further: potency means the concentration at half of the fitted maximal effect; nearly all actives have a fitted effect of over 60% in size
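Compounds were pinned as a concentration titration into mixtures of EPAC1 (100 nM), BODIPY-GDP-loaded Rap1B (250 nM) and GDP (50 uM). After 5 min at room temperature, fluorescence was followed for 30 min; activity was scaled to 6.5 mM cAMP.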
EPAC1 antagonist: antagonists of human EPAC1; O95398; EPAC1 GEF assay, Rap1b-BODIPY-GDP exchange fluorescence; Potency, µM (highest dose often 115 µM), for the others: at the top dose activity change, negative = inhibition, hits mostly inhibitors; hit rate 0.14% among 360,000; AID 720709;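 further: potency means the concentration at half of the fitted maximal effect; plate controls were vehicle for no effect and positive control for full effect; nearly all actives have a fitted effect of over 50% in size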
EPAC2 antag: antagonists of human EPAC2 | EPAC2 GEF exchange of Rap1B-BODIPY-GDP, fluorescence | hit rate 0.18% among 360,000 | AID 720708 | Q8WZA2 | Potency, µM (top dose mostly 114 µM), for inactives: at the highest dose activity, negative = inhibition, most hits filed as inhibitors; further: potency means the concentration at half of the fitted maximal effect; on the % scale 0 is the no-effect control and ±100 the full control effect; nearly all actives have a fitted effect of over 45% in size; many of its hits are not listed in these tables
Target sequence (Q8WZA2 whole entry, looked up): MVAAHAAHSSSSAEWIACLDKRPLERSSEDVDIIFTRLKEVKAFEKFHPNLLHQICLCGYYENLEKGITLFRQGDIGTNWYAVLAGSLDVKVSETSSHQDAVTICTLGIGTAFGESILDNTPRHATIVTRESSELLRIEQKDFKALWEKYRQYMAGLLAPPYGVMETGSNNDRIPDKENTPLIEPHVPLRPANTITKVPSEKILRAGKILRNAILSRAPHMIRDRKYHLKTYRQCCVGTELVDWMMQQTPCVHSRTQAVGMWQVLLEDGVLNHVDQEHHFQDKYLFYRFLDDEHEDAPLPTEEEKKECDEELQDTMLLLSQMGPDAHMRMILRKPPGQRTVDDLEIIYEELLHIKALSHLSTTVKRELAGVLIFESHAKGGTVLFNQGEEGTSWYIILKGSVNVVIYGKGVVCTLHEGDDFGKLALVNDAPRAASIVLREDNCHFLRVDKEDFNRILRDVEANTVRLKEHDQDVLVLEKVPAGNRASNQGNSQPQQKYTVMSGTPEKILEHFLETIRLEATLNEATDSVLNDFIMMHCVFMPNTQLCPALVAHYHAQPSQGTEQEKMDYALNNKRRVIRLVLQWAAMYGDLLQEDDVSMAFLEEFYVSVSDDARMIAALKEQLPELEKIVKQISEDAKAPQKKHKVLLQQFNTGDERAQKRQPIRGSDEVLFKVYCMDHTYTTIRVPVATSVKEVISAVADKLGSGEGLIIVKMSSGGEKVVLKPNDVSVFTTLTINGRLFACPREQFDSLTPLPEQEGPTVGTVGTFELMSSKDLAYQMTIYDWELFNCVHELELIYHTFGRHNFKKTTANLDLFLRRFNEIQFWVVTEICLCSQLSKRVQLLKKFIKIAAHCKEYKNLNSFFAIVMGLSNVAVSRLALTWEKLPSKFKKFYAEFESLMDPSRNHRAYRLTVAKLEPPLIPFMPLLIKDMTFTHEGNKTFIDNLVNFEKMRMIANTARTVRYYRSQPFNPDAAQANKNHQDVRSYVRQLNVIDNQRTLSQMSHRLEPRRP
PI5P4Ka inh: blocks human PI5P4K alpha kinase activity. P48426. PI5P4Kalpha enzyme, ADP-Glo luminescence, 60 min; active compounds read low. max response, %. hit rate 1.2% among 330,000. AID 652105; active means max response of -50% or lower; inconclusive means between -30% and -50%; inactive means -30% or higher; further: value at the top dose of about 77 µM; on the % scale 0 is the no-effect control and ±100 the full control effect
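Enzyme plus substrate dispensed, test compounds pinned in, then ATP (5 microM final) added. After 60 min at RT, ADP-Glo reagent 1 for 45 min and reagent 2 for 30 min preceded luminescence imaging.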
An asterisk follows results filed as active; ? = inconclusive; . = no result given; & = joins results of further samples; [ ] = remark or other dose. Unless noted, the call rests on the fitted dose curve; in most records, active means well fitted curve in the direction sought with a large enough effect; inconclusive means small, poorly fitted or top-dose-only effect, or another doubt; inactive means no such curve, though single readings can be large; an effect the other way counts as inactive or inconclusive.

Value order – WRN helicase inh	CCT chaperon mod	PLK1 PBD block	MmCpn inh	EPAC1 ag	EPAC1 antagonist	EPAC2 antag	PI5P4Ka inh
- CCOC(=O)c1c(C)n(Cc2ccco2)c2c1cc(O)c1ccccc12
  -2%	-1.0	-4%	-3%	-6%	-1%	5%	-11
- CN1CCN(Cc2cn3cccnc3n2)CC1
  2%	0.7	-4%	-1%	6%	3%	1%	-2
- Cn1cc([N+](=O)[O-])c(C(=O)Nc2ccc3c(C(F)(F)F)cc(=O)oc3c2)n1
  5%	-0.6	5%	1%	1%	2%	-7%	6
- CCCCOP(=O)(c1ccc(N(C)C)cc1)C(O)c1ccc(C(C)C)cc1 (centres undefined)
  -9%	-0.4	5%	1%	-14%	-4%	?	3
- Cc1ccsc1/C=C1\C(=O)NC(=S)N(C)C1=O
  50µM*	1.1	3µM*	-4%	-12%	-21%	10%	-84*
- C=CCNC(=O)c1c(N)n(CCN2CCOCC2)c2nc3ccccc3nc12
  -11%	-0.9	-5%	-1%	5%	0%	-9%	.
- CCCc1nn(C)c2c1C(c1ccncc1)C(C#N)=C(N)O2 (centres undefined)
  0%	-3.1	?	-3%	-8%	10%	12%	-4
- O=S(=O)(c1ccccc1)N1CN2CCN(C2)C1
  -5%	-1.2	0%	0%	5%	-1%	9%	-6
- CCC(C)N=Cc1c(O)n(-c2ccccc2)c(=O)[nH]c1=O (centres undefined)
  10%	-3.0	27µM*	0%	14%	-1%	0%	.
- CCOC(=O)c1c(C)n(C(C)C)c2ccc(OC)cc12
  -5%	-0.2	3%	2%	-3%	13%	-20%	-1

Reprinted at random: 6 records from the list
Value order – WRN helicase inh	CCT chaperon mod	PLK1 PBD block	MmCpn inh	EPAC1 ag	EPAC1 antagonist	EPAC2 antag	PI5P4Ka inh
- C=CCNC(=O)c1c(N)n(CCN2CCOCC2)c2nc3ccccc3nc12
  -11%	-0.9	-5%	-1%	5%	0%	-9%	.
- CCOC(=O)c1c(C)n(Cc2ccco2)c2c1cc(O)c1ccccc12
  -2%	-1.0	-4%	-3%	-6%	-1%	5%	-11
- Cc1ccsc1/C=C1\C(=O)NC(=S)N(C)C1=O
  50µM*	1.1	3µM*	-4%	-12%	-21%	10%	-84*
- CCC(C)N=Cc1c(O)n(-c2ccccc2)c(=O)[nH]c1=O (centres undefined)
  10%	-3.0	27µM*	0%	14%	-1%	0%	.
- CCCCOP(=O)(c1ccc(N(C)C)cc1)C(O)c1ccc(C(C)C)cc1 (centres undefined)
  -9%	-0.4	5%	1%	-14%	-4%	?	3
- CCCc1nn(C)c2c1C(c1ccncc1)C(C#N)=C(N)O2 (centres undefined)
  0%	-3.1	?	-3%	-8%	10%	12%	-4

The listing continues.
Value order – WRN helicase inh	CCT chaperon mod	PLK1 PBD block	MmCpn inh	EPAC1 ag	EPAC1 antagonist	EPAC2 antag	PI5P4Ka inh
- Fc1ccc2c(c1)nnn2C1CCN(Cc2nnnn2C2CCCCC2)CC1
  1%	-3.3	-19%	0%	5%	-5%	-3%	0
- O=c1[nH]c(=O)n(-c2ccc(Cl)cc2)c(O)c1C=NCCN1CCCCC1
  -7%	-0.2	-8%	0%	-2%	-4%	9%	1
- CC(CN(C)C1CCN(C)CC1)c1ccccc1 (centres undefined)
  4%	2.1	-3%	?	-13%	-2%	3%	2
- CCOC(=O)C(O)(c1ccc(N)c(OC)c1)C(F)(F)F (centres undefined)
  -19%	-3.8	-1%	-2%	-6%	-1%	6%	-7
- Cc1sc2ncn(CC(=O)NCC(=O)N3CCC4(CC3)OCCO4)c(=O)c2c1C
  -1%	-2.6	-3%	-1%	7%	-4%	-1%	-6
- CCOc1cc(CNCCc2ccccc2F)ccc1OC
  3%	-0.3	-5%	1%	6%	-20%	2%	0
- CCCCn1c(O)c(C(CC)=NCCCn2ccnc2)c(=O)[nH]c1=O
  6%	-0.5	-12%	-2%	8%	-3%	1%	-2
- CCOC(=O)C1(c2ccccc2)CCN(CCC(=O)Nc2ccc(C(=O)OC)cc2)CC1
  -4%	-2.0	2%	-2%	0%	-7%	0%	5
- CC(=O)OC1N=C(c2ccccc2)c2cc(C)ccc2NC1=O (centres undefined)
  -3%	2.9	-9%	1%	4%	4%	8%	2
- COc1ccc(OCC(=O)N2CCCC(N3CCN(c4ccccc4C)CC3)C2)cc1 (centres undefined)
  -21%	-4.1	-5%	2%	0%	-4%	-4%	-4

Continuation.
Value order – WRN helicase inh	CCT chaperon mod	PLK1 PBD block	MmCpn inh	EPAC1 ag	EPAC1 antagonist	EPAC2 antag	PI5P4Ka inh
- CC(=O)c1cccc(NC2=NCC(C)S2)c1 (centres undefined)
  9%	-2.1	-14%	0%	-14%	18%	4%	1
- O=c1cccc2n1CC1CC2CN(C(c2cccc(F)c2)c2sc3ncnn3c2O)C1 (centres undefined)
  2%	-5.0	0%	2%	-1%	5%	-6%	-5
- Cc1cc(N2C(=O)C3CCCN3C2c2sccc2C)no1 (centres undefined)
  -7%	-3.0	2%	1%	-4%	22%	15%	.
- CNCCc1c(C)n[nH]c1C
  -5%	0.9	-3%	-1%	-1%	4%	1%	-6
- Cc1ccc(S(=O)(=O)N2CCCC2c2cccnc2)cc1 (centres undefined)
  -3%	-1.7	-2%	1%	12%	-17%	0%	1
- Cc1cc(C)c(C(=O)N2CCC3(CC2)OCCO3)c(C)c1
  -7%	0.8	1%	0%	-1%	-1%	16%	-2
- C[C@@H]1O[C@@H](Oc2c(-c3ccc(O)c(O)c3)oc3cc(O)cc(O)c3c2=O)[C@H](O)[C@H](O)[C@H]1O
  -22%&-30%	1.3&-1.2	-10%&-14%	0%	-9%&-20%	?	6%&6%	?
- CCNc1nc(NC(C)(C)C)nc(SC)n1
  0%	0.1	-12%	.	-18%	0%	-28%	2
- CC(Cc1cccs1)NCc1ccc(Cl)cc1 (centres undefined)
  -4%	-0.1	-7%	1%	8%	-10%	-4%	-1
- O=C(CCN1CC2CCC(CC2)C1)c1cccs1
  ?	-0.2	24µM*	.	-3%	0%	0%	14

Next section.
Value order – WRN helicase inh	CCT chaperon mod	PLK1 PBD block	MmCpn inh	EPAC1 ag	EPAC1 antagonist	EPAC2 antag	PI5P4Ka inh
- CCN1CCN(C(=O)Cc2coc3ccc4ccccc4c23)CC1
  5%	2.0	-11%	0%	2%	-4%	16%	-5
- CCOC(=O)C(C)(CC)NC(=O)CSP(=S)(OCC)OCC (centres undefined)
  -2%	0.9	4%	-1%	-7%	-8%	0%	.
- C[C@]12CC[C@H](O)C[C@@H]1CC[C@@H]1[C@@H]2CC[C@]2(C)C(=O)CC[C@@H]12
  6%	-0.5	-16%	-1%	-1%	-2%	-8%	?
- CC(=NCc1ccco1)c1c(O)n(-c2ccc(Cl)cc2)c(=O)[nH]c1=O
  5%	-0.2	-3%	-1%	-7%	25%	-1%	0
- Cc1cc(C(=O)CS(=O)(=O)c2ccccc2)cc(C)c1OC(=O)N(C)C
  7%	-5.6	0%	0%	-5%	-17%	0%	0
- C1CN(P2(N3CC3)=NP(N3CC3)(N3CC3)=NP(N3CC3)(N3CC3)=N2)CCO1 (centres undefined)
  9%	0.2	1%	.	5%	-8%	-3%	-1
- CC(C)=CCN1CC[C@@]2(C)c3cc(O)ccc3C[C@@H]1C2C (some centres undefined)
  3%	-3.7	-7%	1%	-16%	5%	6%	6
- Oc1ccc(CC2CC3CCN2CC3)cc1O (centres undefined)
  -37%[57.1 µM]	-2.4	-12%	0%	1%	4%	4%	-10
- CC(=O)c1c(C)n(Cc2ccccc2)c2ccc(O)cc12
  -7%	0.5	-5%	?	4%	-1%	6%	-5
- O=C1OC(c2ccc([N+](=O)[O-])cc2)=N/C1=C/N1CC2CC(C1)c1cccc(=O)n1C2 (centres undefined)
  -7%	-1.8	-19%	1%	-1%	-14%	-3%	1

Continued.
Value order – WRN helicase inh	CCT chaperon mod	PLK1 PBD block	MmCpn inh	EPAC1 ag	EPAC1 antagonist	EPAC2 antag	PI5P4Ka inh
- O=Cc1c(C(=O)O)n(Cc2ccccc2Cl)c2ccccc12
  1%	3.1	10%	0%	15%	-3%	0%	0
- CCN1C(=O)C(=Cc2cc(C)n(C3CC3)c2C)C(=O)N(CC)C1=S
  -9%	-1.9	10%	0%	0%	12%	15%	-7
- CS(=O)(=O)c1ccc(C2=C(CNC(=O)c3nccs3)[C@H]3CC[C@@H](C2)N3CCOc2ccccc2)cc1
  0%	-1.8	-15%	.	4%	-22%	-3%	0
- COC(=O)C1=C(c2c(C)noc2C)C[C@@H]2CC[C@H]1N2C(=O)NCC1CC1
  5%	-0.7	-7%	-1%	0%	-3%	-1%	-2
- C[n+]1c(-c2ccccc2)cc(-c2ccc(O)cc2)cc1-c1ccccc1
  -2%	-0.1	5%	1%	4%	10%	1%	-5
- COc1ccccc1-n1c(O)c(C=NCCN2CCNCC2)c(=O)[nH]c1=O
  -1%	0.0	-8%	-1%	5%	-23%	-1%	1
- NC(=O)c1c(Br)n(C2OC(CO)C(O)C2O)c2ncnc(N)c12 (centres undefined)
  -1%	2.1	0%	.	12%	3%	-3%	-5
- CC(=O)C1(c2ccccc2)CCN(C(=O)C2CCC(=O)N(CCc3cccc(F)c3)C2)CC1 (centres undefined)
  1%	0.5	4%	-1%	-19%	-2%	15%	-5
- CN1CCc2nc(SCc3cccc(Br)c3)c(C#N)cc2C1
  -4%	-1.4	-18%	-14%	8%	1%	-3%	3
- Brc1ccc(-[n+]2c(-c3ccccc3)cc(-c3ccccc3)cc2-c2ccccc2)cc1
  -1%	-2.2	-15%	1%	-23%	7%	9%	?

The list continues:
Value order – WRN helicase inh	CCT chaperon mod	PLK1 PBD block	MmCpn inh	EPAC1 ag	EPAC1 antagonist	EPAC2 antag	PI5P4Ka inh
- COc1ccc(CCNCc2ccccc2F)cc1
  -4%[57.1 µM]	-2.7	-13%	0%	-2%	-4%	-1%	0
- FC(F)(F)c1ccccc1CNCCc1c[nH]c2ccccc12
  -2%	-0.8	-5%	1%	-6%	-1%	-19%	15
- CC12CCCCC1=[N+]([O-])CN2O (centres undefined)
  1%	-1.1	-6%	1%	-1%	4%	4%	-1
- Nc1ccc(CC2=NCCN2)cc1
  -3%	-0.9	-9%	.	0%	-9%	4%	2
- CCCC(=O)N(C)C1=Nc2ccc(Cl)cc2C(c2ccccc2)=[N+]([O-])C1
  -8%	-1.9	-12%	-2%	12%	-19%	-19%	0
- COc1ccc(-c2cc(-c3ccccc3)[n+](C)c(-c3ccccc3)c2)cc1
  -4%	-0.2	-15%	-2%	6%	-6%	-7%	-3
- CNCC1(c2ccccc2)CCCC1
  -1%	-0.8	-1%	0%	2%	-1%	1%	10

Only part of the results is shown; count on the stated rates, not on these rows.
